MsrA inh: bovine MsrA inhibition; purified bovine MsrA, absorbance read-out; inhibition, % at 15.5 µM; actives 0.75% (n = 360,000); AID 651718; in the data active means inhibition above about 4.5%;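 further: 0% = vehicle wells with enzyme and 100% = reference inhibitor wells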
E coli Lon inh: E. coli protease La inhibition | P0A9M0 | purified E. coli Lon protease, fluorescence polarization | inhibition, % at 7.94 µM | actives 0.42% (n = 360,000); in the data active means inhibition above about 13%, passing the limit was not always enough;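 further: 0% = enzyme with probe and DMSO and 100% = no enzyme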
FAS TE block: inhibitors of human fatty acid synthase thioesterase domain. AID 602261. recombinant FAS-TE, OMFH fluorogenic substrate, fluorescence endpoint. inhibition, % at 15 µM. actives 0.67% (n = 360,000);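 active means compounds whose normalised, plate-corrected inhibition of enzyme fluorescence in the single-dose primary screen is 50% or more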;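 further: 0% = DMSO with enzyme and 100% = substrate without enzyme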
SKN-1 block: inhibitors of C. elegans SKN-1 | AID 624304 | C. elegans VP596 Pgst-4::GFP/RFP ratio, acrylamide-induced, 24 h | actives 0.49% (n = 360,000) | inhibition, % at 21.8 µM;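 active means interference check ratio from 0.5 to 1.5 plus GFP to RFP signal ratio inhibition reaching or exceeding a fixed threshold, cut at about 30% in these data, passing the limit was not always enough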; further: some compounds called inactive have numbers as strong as hits
NRP1-CendR mod: NRP-1/CendR interaction modulation | FAM-RPARPAR peptide binding to NRP-1, fluorescence polarization | inhibition, % at 25 µM | actives 0.85% (n = 360,000) | AID 602438;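 active means inhibition or corrected inhibition above about 18%, plus a signal ratio from 0.5 to 1.5, limit read from the data, passing the limit was not always enough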; further: strong numbers were not always called active
MT1-MMP act inh: inhibitors of human MT1-MMP activation; AID 651647; GFP/RFP ratio change, % at 20 µM; P50281; HT1080 RFP-PRO-GFP cells, GFP/RFP ratio fluorescence, overnight; percent of plate control window, DMSO zero; actives 0.061% (n = 360,000);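 active means GFP/RFP ratio change of at least 30% with cell ATP level not reduced by more than half and red fluorescence within 50% of control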; further: strong numbers were not always called active
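Read-out: GFP/RFP fluorescence ratio; Test system: RFP-PRO-GFP reporter HT1080 cells; Compound dosing: single-point 20 µM compound, 1% DMSO; Times: overnight compound exposure at 37 °C.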
Neddyl block: inhibitors of human cullin neddylation | P61081+Q13564 | TR-FRET cullin neddylation, biochemical | calls only at 25 µM | actives 0.58% (n = 360,000); in the data active means inhibition above about 36%
bovine MsrA act: activates bovine MsrA enzyme | purified bovine MsrA, absorbance read-out | activation, % at 10.6 µM | actives 0.3% (n = 360,000) | AID 602163; in the data active means activation above about 7.5%;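 further: 0% = vehicle and 100% = reference activator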
Rin1 Abl inh: blocks binding of human Rin1 to Abl | P00519+Q13671 | TR-FRET Rin1/Abl binding, biochemical | inhibition, % at 7.35 µM | actives 0.4% (n = 360,000); in the data active means inhibition above about 5%, passing the limit was not always enough
The depositor's hits bear a star; i = inactive; / = no result given; + = active, no number. No enrichment for hits; any-hit rate near 4.2%.

Compound	MsrA inh	E coli Lon inh	FAS TE block	SKN-1 block	NRP1-CendR mod	MT1-MMP act inh	Neddyl block	bovine MsrA act	Rin1 Abl inh
COc1ccc(Cl)cc1NC(=O)CN(C)CC(=O)NCc1cccs1	-1.3	-5.2	2.6	5.8	5.5	-0.5	i	-2.0	7.5
CCC(C)c1ccc(S(=O)(=O)N2CCN(CC(O)COCC3CCCO3)CC2)cc1 (stereo not drawn)	-0.4	0.1	-0.2	-1.4	16.1	4.1	i	-5.6	3.6
CC(=O)NS(=O)(=O)c1ccc(NC(=O)c2ccc(-n3nc(C)cc3C)cc2)cc1	0.5	-7.4	-9.8	-7.3	9.5	-4.1	i	-3.4	2.4
CCCCn1c(N)c(N(CC(C)C)C(=O)c2cc(-c3ccc(OC)cc3)nc3ccccc23)c(=O)[nH]c1=O	1.1	4.7	1.3	11.3	-6.9	-2.9	i	-2.2	-0.3
CN(C)CCN(C(=O)/C=C/c1cccs1)c1nc2ccc(Br)cc2s1	0.3	-2.0	-0.5	12.2	4.0	1.8	+	-3.2	-2.4
Cc1cc(Br)ccc1NC(=O)CNC(=O)CSc1ncccn1	-0.8	2.6	-4.2	-0.7	-4.5	0.3	i	1.6	-1.2
Cc1cc(C)nc(N2CCCC(C(=O)Nc3nc4ccc(S(C)(=O)=O)cc4s3)C2)n1 (stereo not drawn)	-0.3	-6.3	2.0	-9.5	-0.6	-5.7	i	0.8	3.9
CC(=O)c1ccc(S(=O)(=O)NCCC(=O)OCC(=O)N2CCCC2=O)cc1	0.3	-3.9	-7.3	2.1	11.9	-1.9	i	1.3	0.6
CN(CC(O)COc1ccc2ccccc2c1)C1CCCCC1 (stereo not drawn)	-1.0	4.6	-4.9	24.1	-7.8	-1.2	i	-2.0	-0.5
CC(=O)NC(c1ccc([N+](=O)[O-])cc1)c1c(O)ccc2ccccc12 (stereo not drawn)	-0.1	4.4	21.1	2.3	2.0	0.8	i	-1.5	2.7
Cc1nc(NC(=O)/C=C/c2ccccc2)sc1C(=O)Nc1cccc(Cl)c1	-0.1	1.5	2.4	1.0	2.4	-1.4	/	-5.5	1.9
Cc1noc(C)c1NC(=O)N(C)C[C@@H]1OCc2cnnn2CCCC(=O)N([C@@H](C)CO)C[C@@H]1C	-0.4	-1.4	-8.3	2.9	4.3	2.3	i	-2.5	0.2
O=C(COc1ccccc1F)N1CCc2ccccc2C1	-0.9	-6.7	0.5	-2.5	12.4	-6.9	i	-1.9	-2.0
N=c1c2ccccc2nnn1-c1cccc(C(F)(F)F)c1	-0.3	3.6	-2.5	6.3	2.9	-0.1	i	-0.9	4.0
Cc1cc(C(=O)CSc2nnc(-c3ccco3)o2)c(C)n1Cc1ccco1	0.0	-7.0	5.1	2.2	-16.8	-1.7	i	-4.3	-2.1
COc1ccc2cc(C#N)c(Cl)nc2c1	-0.7	0.0	6.0	11.3	11.2	2.0	i	-2.8	0.2
O=C(c1cc(C2CC2)nn1-c1ccccc1)N1CCN(Cc2c(F)cccc2Cl)CC1	-1.2	5.6	22.3	-9.8	-7.5	/	i	-10.3	7.1
COc1ccc(S(=O)(=O)NCc2cccnc2)cc1NC(=O)c1ccc(C)cc1	-1.7	-0.3	-2.5	22.1	7.3	3.9	i	-2.7	0.0
CCCn1c(=O)c(C(=O)NCCc2ccc(Cl)cc2)c(O)c2ccccc21	-1.1	-2.4	24.7	-16.4	5.3	-2.3	i	-5.3	0.4
O=C(CO/N=C/c1cccc([N+](=O)[O-])c1)NC1CCCCCC1	0.7	8.0	37.5	3.9	1.5	1.7	i	-5.8	-1.3
COc1ccc(CCC(=O)NCCS(=O)(=O)N2CCN(c3ccccc3)CC2)cc1	0.1	-18.3	-2.4	3.2	4.7	9.0	i	-12.6	-1.2
Cc1nc2nc(SCc3ccc([N+](=O)[O-])cc3)[nH]c2cc1Br	-0.1	1.7	28.9	25.2	-0.5	4.2	i	-1.1	2.2
O=C(N/N=C/c1ccc(O)cc1)/C(=C/c1ccccc1)CCO	3.7	-5.0	-6.1	-0.3	-2.3	3.0	i	-2.4	-4.9
NC(=O)C1(C(N)=O)OC1c1ccccc1 (stereo not drawn)	-1.2	-7.3	-5.8	-3.6	-19.8	-1.5	i	-3.3	-1.1
O=[N+]([O-])c1ccc2c(c1)-c1ccccc1C2O (stereo not drawn)	0.7	-1.1	-3.7	-7.5	1.5	-2.6	i	-3.1	-3.7

Other compounds:
Compound	MsrA inh	E coli Lon inh	FAS TE block	SKN-1 block	NRP1-CendR mod	MT1-MMP act inh	Neddyl block	bovine MsrA act	Rin1 Abl inh
CC(C)C(NS(=O)(=O)c1cccs1)C(=O)N(C)Cc1ccccc1 (stereo not drawn)	1.6	-2.9	-8.8	-4.6	5.9	-4.7	i	-7.1	2.5
CCN(CC)c1ccc(C(=O)NNC(=O)C2CCN(c3ncnc4sc(C)c(C)c34)CC2)cc1	0.1	-3.4	3.5	-5.3	-28.9	1.9	i	-10.9	2.8
Cc1cc(C)nc(Nc2ccccc2Br)n1	-0.3	-18.3	-1.6	-2.4	-6.1	1.0	i	-4.0	3.5
Cc1ccc(N(C)S(=O)(=O)c2ccc3c(c2)CC(C)N3C(=O)C2CC2)cc1 (stereo not drawn)	-1.2	0.5	17.4	10.7	-1.1	2.6	i	-4.5	4.5
O=C(c1ccc(Br)cc1)N1CCN(c2ncccn2)CC1	-1.4	2.3	-0.5	-10.4	9.8	2.0	i	-3.2	-2.7
CC(=O)Nc1ccc(S(=O)(=O)Nc2ccc(F)c([N+](=O)[O-])c2)cc1	0.3	-0.2	-4.5	-0.2	-11.2	1.7	i	-6.8	-1.8
CN(Cc1ccccc1)C(=O)c1csc(COCCO)n1	-0.1	0.7	-7.2	-1.3	-9.9	1.6	i	-1.7	-3.9
O=[N+]([O-])c1cc(-c2csc(NCCc3nc4cc(C(F)(F)F)ccc4n3CCCO)n2)ccc1Cl	1.1	-14.9	80.6*	-11.5	28.4*	14.9	i	0.6	0.0
CCN(CC(=O)NCc1cccs1)S(=O)(=O)c1cccc(C(C)=O)c1	-0.8	2.5	0.3	0.4	4.2	0.3	i	-1.9	-2.9
Cc1ccc(NC(=O)c2ccc3nsnc3c2)c(Cl)c1	0.5	2.1	-0.3	9.2	-7.2	-1.3	i	-3.9	-2.2
Cc1ccc(C)c(N2CCN(C(=O)Cn3ncc4c([nH]c5ccc(C)cc54)c3=O)CC2)c1	-0.1	-4.3	-1.9	0.1	13.5	1.7	i	-0.6	0.0
COc1cccc(NC(=O)C(=O)NCC(c2ccco2)N2CCc3ccccc3C2)c1 (stereo not drawn)	-0.6	-6.0	26.9	22.8	-8.1	0.6	i	-3.8	-0.2
CC(=O)OCCn1c([N+](=O)[O-])cnc1C=[N+]([O-])C1CCCCC1	2.2	1.5	-7.8	-20.4	-1.7	0.2	i	-1.8	-2.9
CCCC1(C(=O)OC)NC(c2cccc(F)c2)C2C(=O)N(CC)C(=O)C21 (stereo not drawn)	0.6	-4.7	-4.3	-6.0	-20.1	6.8	i	-2.2	2.8
COC(=O)C1=C(C)N(c2cc(C)cc(C)c2)/C(=C/c2ccco2)C1=O	3.2	-10.3	0.6	4.3	13.1	-0.1	i	-10.4	7.8
Cn1c(N)c(C(=O)COC(=O)c2ccc(Cl)nc2)c(=O)n(C)c1=O	-0.9	6.8	-2.1	8.2	3.6	-0.6	i	-1.8	-2.1
Nn1c(SCC(=O)NCC2CCCO2)nnc1-c1cc(Cl)ccc1Cl (stereo not drawn)	-0.8	-8.9	-3.3	7.0	6.5	3.1	i	-5.6	-0.5
COC(=O)c1ccc(C(=O)NC2CCCc3c2cnn3-c2ccc(C)c(C)c2)cc1 (stereo not drawn)	0.8	-5.2	0.9	7.7	-8.9	8.6	i	-2.5	0.0
O=[N+]([O-])c1cccc(COc2cccc(CO)c2)c1	0.6	-4.7	-0.3	-5.6	-13.5	3.7	i	-4.0	-3.1
COc1ccc(NC(=O)CSCC(=O)Nc2cccc(S(=O)(=O)N3CCCCCC3)c2)cc1	-0.5	0.6	6.8	1.7	9.1	2.7	i	-4.4	-1.4
COc1ccc(NC(=O)c2ccc3[nH]c(C)c(C)c3c2)c(OC)c1	1.3	4.8	3.3	-8.0	-2.2	3.5	i	-0.4	-1.8
COc1ccc(NC(=O)CSc2nnc(-c3ccccc3C)n2C)cc1	-0.3	6.1	-8.1	-10.5	4.4	-1.8	i	0.7	-0.4
Cn1c(SCC(=O)c2ccccc2)nnc1C1CC1	1.0	-2.9	-7.1	7.7	-9.8	-0.9	i	-2.8	-2.1
COc1ccc(C=C2CCC3C(=O)CCCC3(C)C2=O)cc1 (stereo not drawn)	2.8	-12.9	12.6	11.9	4.2	3.2	i	-8.4	-4.3
O=C(c1ccc(F)cc1)N1CCN(c2ncccn2)CC1	0.2	-6.1	-1.3	-15.1	9.6	3.1	i	0.7	3.7

The list continues:
Compound	MsrA inh	E coli Lon inh	FAS TE block	SKN-1 block	NRP1-CendR mod	MT1-MMP act inh	Neddyl block	bovine MsrA act	Rin1 Abl inh
CCOC(=O)c1cc(CC)sc1NC(=O)Cc1ccsc1	0.6	-5.2	18.5	20.5	22.3*	3.7	i	-3.3	-3.5
O=C1CSC(c2cccc([N+](=O)[O-])c2)N1c1ccc(O)cc1 (stereo not drawn)	-1.3	-9.3	-10.0	-9.2	-1.1	1.8	i	-1.1	-0.1
CCOC(=O)C1CCN(C(=O)CCCN2C(=O)c3ccccc3C2=O)CC1	-0.7	2.1	-5.3	-1.6	-4.8	-1.7	i	-4.0	0.4
COc1cc(C#Cc2c(-c3cncn3C)n(C)c3ccc(-c4ccc(OC)c(OC)c4)cc23)cc(OC)c1	1.8	-13.4	27.5	-5.0	-5.7	-0.9	/	-5.5	-2.7
Cc1ccc(SCCC(=O)Nc2cccc(N(C)S(C)(=O)=O)c2)cc1	-0.6	-1.4	1.0	-9.7	5.8	8.0	i	-9.1	5.0

Screening results: PubChem, several laboratories
